PLCg1 inh: blocks human PLC-gamma1 enzyme activity; P19174; purified PLC-gamma1, fluorogenic substrate, fluorescence; inhibition, % at 12.2 µM; hit rate 0.84% among 370,000; AID 720700; in the data active = inhibition above about 9.5%
Target sequence (P19174 whole entry, looked up): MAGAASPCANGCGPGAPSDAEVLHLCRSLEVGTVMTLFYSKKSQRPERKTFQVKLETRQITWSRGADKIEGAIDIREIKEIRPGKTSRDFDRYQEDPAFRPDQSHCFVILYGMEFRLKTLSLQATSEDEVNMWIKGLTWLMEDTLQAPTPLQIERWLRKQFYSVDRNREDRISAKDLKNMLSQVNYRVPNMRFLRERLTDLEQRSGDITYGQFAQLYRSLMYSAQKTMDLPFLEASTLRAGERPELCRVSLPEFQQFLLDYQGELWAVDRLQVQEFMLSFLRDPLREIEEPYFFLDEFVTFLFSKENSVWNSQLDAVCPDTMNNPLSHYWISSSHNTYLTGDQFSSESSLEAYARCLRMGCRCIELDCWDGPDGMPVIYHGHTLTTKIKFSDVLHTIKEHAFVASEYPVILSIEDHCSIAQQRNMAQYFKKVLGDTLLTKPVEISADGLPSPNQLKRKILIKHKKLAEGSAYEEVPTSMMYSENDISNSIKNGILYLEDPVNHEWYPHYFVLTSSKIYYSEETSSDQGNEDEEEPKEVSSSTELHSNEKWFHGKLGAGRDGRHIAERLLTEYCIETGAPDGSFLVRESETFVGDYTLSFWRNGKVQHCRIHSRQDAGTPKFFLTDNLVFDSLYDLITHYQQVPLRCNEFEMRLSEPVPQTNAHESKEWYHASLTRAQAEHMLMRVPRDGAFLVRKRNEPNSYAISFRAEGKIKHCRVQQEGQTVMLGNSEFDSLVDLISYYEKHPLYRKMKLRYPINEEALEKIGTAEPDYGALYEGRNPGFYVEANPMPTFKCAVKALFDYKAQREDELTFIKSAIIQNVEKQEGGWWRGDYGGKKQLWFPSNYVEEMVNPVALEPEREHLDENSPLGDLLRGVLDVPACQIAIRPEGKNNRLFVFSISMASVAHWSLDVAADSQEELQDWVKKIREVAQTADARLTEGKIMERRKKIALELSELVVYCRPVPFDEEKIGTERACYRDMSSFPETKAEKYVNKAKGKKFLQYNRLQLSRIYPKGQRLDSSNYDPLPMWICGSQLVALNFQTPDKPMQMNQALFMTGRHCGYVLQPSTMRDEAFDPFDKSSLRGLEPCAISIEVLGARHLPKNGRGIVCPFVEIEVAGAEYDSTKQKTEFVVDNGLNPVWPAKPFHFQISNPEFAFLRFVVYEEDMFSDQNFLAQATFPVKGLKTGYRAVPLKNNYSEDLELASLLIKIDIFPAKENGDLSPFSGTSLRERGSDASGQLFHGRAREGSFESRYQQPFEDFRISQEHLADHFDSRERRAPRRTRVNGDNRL
ASAP1 inh: inhibitors of human ASAP1 ArfGAP activity; Q9ULH1; ASAP1-stimulated ARF1 GTP hydrolysis, GDP FP detection; inhibition, % at 16.5 µM; hit rate 0.19% among 360,000; in the data active = inhibition above about 25%;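 also: 0% = vehicle with enzyme and substrate and 100% = no enzyme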
proKLK7 act: activates the human kallikrein-7 zymogen; activation, % at 7 µM; purified proKLK7, EDANS-DABCYL substrate fluorescence; 100% is mature enzyme control, 0% vehicle; hit rate 0.9% among 370,000; P49862; AID 652039;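 active = activation above the mean of all tested compounds plus 3 SD, computed per campaign excluding outliers beyond control limits, cut at about 13% in these data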
ARFGAP1 inh: rat ARFGAP1 inhibition; inhibition, % at 16.5 µM; Q62848; hit rate 0.26% among 360,000; Arfgap1-stimulated ARF1 GTP hydrolysis, GDP FP detection;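 active = inhibition above a per-plate limit, mean inhibition of low control wells plus 3 SD, cut at about 25% in these data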;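 also: 0% = DMSO wells with enzyme and 100% = wells lacking Arfgap1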
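Replicates: Single well per compound | Assay system: Truncated rat Arfgap1 GAP domain | Control set: No-Arfgap1 wells (100%) versus DMSO full-reaction wells (0%) | Times: Enzyme reaction 120 min at 25 °C after 20 min preincubation | Reagent: Human ARF1(Δ1-17)-GTP substrate | Measured by: Tracer-displacement fluorescence polarization with EDTA stop, 620/688 nm | Measure: Percent inhibition of Arfgap1-stimulated GTP hydrolysis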
HGIII-sPLA2 inh: Blocks human group III sPLA2 activity. Q9NZ20. QFRET BODIPY PC-A2 liposome hydrolysis, fluorescence. inhibition, % at 12.2 µM. hit rate 0.56% among 370,000. AID 743126;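 active = inhibition above mean plus 3 SD of compounds lying within the high and low control bounds, cut at about 19% in these data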;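 also: 0% = median of test compound wells and 100% = no enzyme DMSO wells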
PLCb3 inh: blocks human PLC-beta3 enzyme activity | Q01970 | inhibition, % at 12.2 µM | Purified PLC-beta3, fluorogenic substrate, fluorescence | hit rate 0.18% among 370,000; in the data active = inhibition above about 11%;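 also: 0% = median of compound wells on plate and 100% = full blocker control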
UHRF1 binding: human UHRF1 methylated DNA binding inhibitors | Q96T88 | UHRF1 binding to methylated oligo, TR-FRET | inhibition, % at 4.4 µM | hit rate 0.75% among 370,000 | AID 687016; in the data active = inhibition above about 21%;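 also: UHRF1 SRA domain binding a hemimethylated CpG hairpin DNA probe; 0% = median of test compound wells and 100% = reference inhibitor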
Rev-erbA mod: modulates human Rev-erb alpha binding to DNA; hit rate 0.79% among 370,000; Rev-erbα–FITC-DNA binding, fluorescence polarization, 90 min; activity, % at 10 µM; AID 1259318; P20393;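 active = activity above about 14%, limit read from the data; passing the limit was not always enough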;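 also: 0% = DMSO wells with 35 nM protein and 100% = DMSO wells with 750 nM protein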
Tn6 DDE FP: disrupts Tn6 cyclic peptide binding to fibrin D-Dimer-E complex; Fibrin DD(E) TRITC-Tn6 fluorescence polarization displacement; P02675; inhibition, % at 8.3 µM; hit rate 0.21% among 370,000;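 active = inhibition above a per-campaign cutoff: mean of compounds within control limits plus 3 SD, cut at about 15% in these data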;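 also: 0% = median of all compound wells on the plate and 100% = blocking peptide control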
Tn7 DDE FP: disrupts Tn7 cyclic peptide binding to fibrin D-Dimer-E complex; P02675; FP displacement of FITC-Tn7 peptide from fibrin DD(E); 0% = median of compound wells per plate; inhibition, % at 8.3 µM; hit rate 0.13% among 370,000; AID 720508;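 active = inhibition above the mean of compounds falling within the control limits plus 3 SD of them, cut at about 14% in these data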;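 also: 0% = plate median of compound wells and 100% = 10 µM Aha-Tn7 peptide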
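Assay system: Human fibrin DD(E) protein | Medium: Tris buffer with calcium and detergent, pH 7.8 | Reagent: 0.1 µM fluorescent Tn7 | Compound dosing: Single point at 8.3 µM | Times: 10 min preincubation, 3 h with tracer, room temperature | Detection: Fluorescence polarization of the labelled Tn7 tracer | Controls: Aha-Tn7 high control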
Starred values were filed as active, the others as inactive; & = joins results of further samples. Random draw from the library. Share with any hit: about 4.5%.

SMILES	PLCg1 inh	ASAP1 inh	proKLK7 act	ARFGAP1 inh	HGIII-sPLA2 inh	PLCb3 inh	UHRF1 binding	Rev-erbA mod	Tn6 DDE FP	Tn7 DDE FP
CC(=O)Nc1ccc(NC(=O)C(C)OC(=O)CCC(=O)c2ccc(F)cc2)cc1 (configuration not stated)	-6	-1	0.1	-4	4	-3	2	-4	5	4
Cc1ccc(C)n1-n1cnc2sc3c(c2c1=O)CCCCC3	2	-2	-0.9	7	-6	3	0	-1	-1	4
COC(=O)/C=C/C1=CN(Cc2ccccc2)CCC1=O	-1	-2	0.1	5	-4	-1	-4	5	1	-8
CC(NC(=O)C1CCCC1)c1ccc2c(c1)OCCO2 (configuration not stated)	0	1	-0.4	3	-2	2	-2	-1	11	4
NS(=O)(=O)c1ccc(CNC(=S)NCc2ccc(F)cc2)cc1	4	-3	0.3	2	5	1	-2	-1	-9	1
Cc1csc(=Nc2cccnc2)n1Cc1ccco1	0	6	0.5	-4	4	-5	1	-4	-4	7
CCOC(=O)/C(=N\Nc1ccccc1)c1csc(Nc2ccc(C)cc2)n1	1	-13	-0.3	8	13	-8	7	-3	-7	1
COc1ccc(S(=O)(=O)Nc2cc(C(=O)NC(C)C)ccc2N2CCOCC2)cc1	2	10	-1.1	12	0	2	2	1	-8	-7
COC(=O)C1=C(N)Oc2cc(C)n(CCN3CCOCC3)c(=O)c2C1c1cccnc1 (configuration not stated)	-2	-7	0.7	-7	3	2	2	2	6	4
O=c1[nH]c2ccc(Cl)cc2c(-c2ccccc2)c1CN1CCOCC1	-12	-6	0.8	8	-4	-12	-11	-1	-4	-8
O=C(NCCN1CCN(Cc2ccccc2)CC1)c1ccc(CS(=O)(=O)c2ccc(Br)cc2)o1	2	0	-0.3	1	-1	-6	0	-1	-2	-3
CC1(C)Cc2c(C#N)c(SCCC#N)nc(N3CCOCC3)c2CS1	-10	6	-0.2	-5	1	-10	0	-1	7	5
Cc1ccc(C)c(NC(=O)Cn2cc(C(=O)C3CC3)c3ccccc32)c1	0	9	0.1	7	3	-7	4	2	-5	3
CC1CCC2(CC1)NC(=O)N(CC(=O)NC1(C#N)CCCCC1)C2=O (configuration not stated)	2	9	0.1	6	-2	-3	-2	-3	2	-2
CCSc1nnc(NC(=O)CSc2nc3c(c(=O)n2-c2ccccc2)SCC3)s1	0	-3	0.3	-7	2	-1	3	4	3	-1
COc1cccc(-c2ccc3ncnc(NCc4cc(C)cs4)c3c2)c1	0	-9	0.0	4	-18	-1	-1	3	1	-9
CCCCCCSc1nsc(NC(C)=O)n1	-1	2	0.7	-6	-8	2	-3	-5	1	4
COC(C(=O)Nc1ccc(NC(=O)C(OC)c2ccccc2)cc1)c1ccccc1 (configuration not stated)	0	13	0.3	-4	10	-10	10	-1	-4	-5
O=C(CSc1nnc(-c2ccco2)c(-c2ccco2)n1)c1ccccc1	-38	-5	-1.0	-19	-3	-50	58*	-12	-3	0
Cc1ccc(S(=O)(=O)CCC(=O)OCC(=O)Nc2ncc(Cl)cc2Cl)cc1	-10	3	0.1	10	3	-19	0	8	0	2
COc1ccc(C(=O)NCCCc2ccccc2)cc1OC	2	-3	0.2	8	-2	-1	-2	-4	0	-1
CC(C)(C)c1ccc(C(=O)N2CCC2(C)C(=O)Nc2ccc3[nH]ncc3c2)cc1 (configuration not stated)	1	-8	0.2	2	-11	0	-1	0	-10	-1
COc1cc(CNS(=O)(=O)c2ccc3c(c2)CC(C)N3C(=O)C2CCC2)cc(OC)c1OC (configuration not stated)	3	0	0.5	-2	0	1	1	-9	4	-1
CN1CCN(S(=O)(=O)c2ccc(NC(=O)c3ccco3)cc2)CC1	1	10	0.4	5	-2	-1	0	-1	10	1
CCn1c2ccccc2c2cc(/C=N/O)ccc21	-91	-14	-1.2	0	-17	-106	-1	2	-5	5
COc1ccc2nc(/C=N/NC(=O)CCCCCNC(=O)OC(C)(C)C)ccc2c1	-30	0	-10	10	-9	-49	1	-1	1	-4
CC1(C)N=C(N)N=C(N)N1c1ccc(OCC(=O)Nc2ccccc2)c(Cl)c1	3	2	-0.3	7	2	-2	-1	-7	2	-3
CC(C)Cc1nc(SCC(=O)N2CCOCC2)c2c(=O)n(C)c(=O)n(C)c2n1	-1	-3	0.1	8	7	-6	19	-5	3	1
CCOC(=O)C1CCCN(S(=O)(=O)c2cn(C)c(=O)n(C)c2=O)C1 (configuration not stated)	4	6	-0.1	7	0	4	0	1	1	4
COc1ccc([N+](=O)[O-])cc1/C=N/NC(=O)c1nonc1N	1	8	0.4	9	-1	-3	-2	2	8	3
O=S(=O)(Nc1ncccn1)c1ccc(NS(=O)(=O)c2cccc(Cl)c2Cl)cc1	4	-17	0.8	-4	-2	-7	1	6	3	3
O=C(C[C@H]1C(=O)N(CCc2ccccc2)C[C@@H]1Cc1ccccc1)Nc1ccccc1	5	-19	1.3	-2	-3	4	2	-2	-3	6
CN(C)C1(CNC(=S)Nc2ccccc2C(F)(F)F)CCCCC1	-1	-4	-1.0	-3	17	-2	0	0	5	1
O=NN(CCCl)C(=O)NCCCl	2	15	0.6	5	16	-1	0	0&5	-4	8
CC1=C(C(=O)OCc2ccc3c(c2)OCO3)C(c2ccc(O)c([N+](=O)[O-])c2)NC(=O)N1 (configuration not stated)	-1	12	-0.3	2	12	4	5	0	-7	0
CCOc1ccc(C(=O)NCCO)cc1	-3	9	-1.1	6	-1	1	0	-2	8	-3
CCN(CC(=O)NC1CCS(=O)(=O)C1)S(=O)(=O)c1ccccc1 (configuration not stated)	0	-6	-0.6	-6	22*	-1	6	1	0	12
COc1cccc(-c2nn(-c3ccccc3)cc2CO)c1	0	8	-0.6	-1	-8	2	-2	1	-4	0
CC(C)n1nnnc1SCC(=O)Nc1ccccc1F	2	-2	0.1	-9	0	-2	0	-2	5	-4
CC(=O)c1c(C)[nH]c(C(=O)OCC(=O)N(C)c2c(N)n(Cc3ccccc3)c(=O)[nH]c2=O)c1C	3	7	-0.2	-1	3	-2	3	-7	7	-1

Whole records as entered above. Values in the order: PLCg1 inh, ASAP1 inh, proKLK7 act, ARFGAP1 inh, HGIII-sPLA2 inh, PLCb3 inh, UHRF1 binding, Rev-erbA mod, Tn6 DDE FP, Tn7 DDE FP
Shown for COc1ccc2nc(/C=N/NC(=O)CCCCCNC(=O)OC(C)(C)C)ccc2c1 : -30, 0, -10, 10, -9, -49, 1, -1, 1, -4
Shown for CCOC(=O)C1CCCN(S(=O)(=O)c2cn(C)c(=O)n(C)c2=O)C1 (configuration not stated) : 4, 6, -0.1, 7, 0, 4, 0, 1, 1, 4
Shown for CC(C)Cc1nc(SCC(=O)N2CCOCC2)c2c(=O)n(C)c(=O)n(C)c2n1 : -1, -3, 0.1, 8, 7, -6, 19, -5, 3, 1

The results go on.
SMILES	PLCg1 inh	ASAP1 inh	proKLK7 act	ARFGAP1 inh	HGIII-sPLA2 inh	PLCb3 inh	UHRF1 binding	Rev-erbA mod	Tn6 DDE FP	Tn7 DDE FP
O=C(CSc1nc(=O)n(CCCN2CCOCC2)c2c1CCC2)Nc1ccc(F)cc1F	2	17	-0.2	9	-1	0	5	1	8	-7
O=[N+]([O-])c1ccccc1S(=O)(=O)N1CCN(C2CCCC2)CC1	1	-1	-0.1	9	10	-2	3	-1	-7	-4
O=C(Nc1cccc(OC(=O)c2cccnc2)c1)c1cccnc1	0	-9	0.4	-4	2	1	0	0	5	3
N#C/C(=C\c1ccc(Cl)cc1)C(=O)Nc1cccnc1	0	13	-0.3	-5	-6	-6	-1	4	3	-2
CCn1cc(C(=O)O)c(=O)c2cc(F)c(N3CCN(C(=S)NC(=O)c4cccc(F)c4)CC3)cc21	-5	2	0.0	-1	13	-20	1	-2	0	4
C[C@H](CO)N1C[C@H](C)[C@H](CN(C)S(=O)(=O)c2ccc(F)cc2)OCc2cnnn2CCCC1=O	5	1	-0.4	-4	-2	0	0	-3	8	-7
CCOc1ccc(-n2c(=O)c3sccc3n(CC(=O)NC3CCCCC3)c2=O)cc1	4	-4	-0.5	-8	5	2	2	8	4	-2
Cc1ccc(C)c(/C(O)=C2\C(=O)C(=O)N(CCCn3ccnc3)C2c2cccnc2)c1 (configuration not stated)	0	0	0.5	4	8	1	-1	1	2	3
CC(C)(C)n1nc2c(c1NC(=O)c1ccc(Cl)c([N+](=O)[O-])c1)CS(=O)(=O)C2	-1	-4	0.3	-16	-9	-9	-3	-8	4	4
O=C(Nc1cccnc1)Nc1ccc(Cl)cc1Cl	3	3	1.1	7	-3	2	-3	2	-3	-8
CCCNC(=O)c1cc(C2CCCCN2S(=O)(=O)Cc2cccc(C(F)(F)F)c2)on1 (configuration not stated)	2	-3	-0.2	-4	-5	-1	1	-1	2	0
CNC[C@H]1Oc2ccc(NC(=O)C3CCCCC3)cc2CC(=O)N([C@H](C)CO)C[C@@H]1C	1	-10	-0.2	-5	-1	-2	0	-2	-3	1
Cc1cc(=O)[nH]c(CN2CCOCC2)n1	-1	4	0.1	-2	5	5	2	-1	1	3
Cc1nn(-c2ccc(F)cc2)c2nc(N)c(C#N)c(-c3cccs3)c12	-371	-13	-2.9	-4	-11	-465	-2	80*	4	-4
Cc1oc(-c2ccccc2F)nc1CS(=O)CC(=O)NCc1ccccn1 (configuration not stated)	-3	-6	-0.2	1	-1	-7	-1	-7	-8	2
CN(C)C(CNC(=O)c1ccc([N+](=O)[O-])cc1Cl)c1ccco1 (configuration not stated)	-2	-8	0.5	1	1	-11	-1	-1	-2	2
O=C1CSC(c2ccc([N+](=O)[O-])cc2)N1Cc1ccccc1 (configuration not stated)	4	-4	0.7	-3	1	-4	3	4	1	-3
COc1nc(-c2ccc(Cl)cc2)ccc1-c1noc(-c2cccs2)n1	-3	3	-1.1	-1	8	-2	37*	57*	-9	-2
Nc1cccc(-c2cnc3ccccc3n2)c1	-9	10	-0.2	-3	4	-10	-8	-4	5	-7
CCCCC(=O)NS(=O)(=O)c1ccc(NS(C)(=O)=O)cc1	-1	-5	0.1	2	-6	5	-1	5	1	0
Cc1ccc(C2CC2c2n[nH]c(=S)n2-c2cccc(Cl)c2)cc1 (configuration not stated)	-3	-4	0.8	10	17	-4	2	2	5	8
COc1ccc(-n2c(SCC(=O)Nc3ccc4c(c3)OCO4)nc3ccccc3c2=O)cc1	-1	3	-0.1	-3	1	0	9	2	10	0
NNc1nc(-c2ccccc2)c2cc(Cl)ccc2n1	-81	-1	-0.2	-5	19*	-121	2	0	8	-4
Cc1ccc(C)c(N(CC(=O)N2CCc3ccccc3C2)S(C)(=O)=O)c1	3	-5	0.3	-13	4	-7	2	4	4	9
Oc1ccc2ccccc2c1Br	-1	3	-1.6	13	5	-5	2	-6	-1	-2
COc1ccc2nc(C)cc(N3CCOCC3)c2c1	-4	-1	0.0	1	-2	1	-3	-2	-1	5
